# Vif-APOBEC3F blk: blocks the Vif interaction with APOBEC3F; HeLa A3F-eYFP + Vif (tagged APOBEC3F with the HIV-1 protein that degrades it), YFP fluorescence increase; Potency, µM (highest dose often 46.1 µM), for the others: at the highest dose activity, negative = active; 0.2% of 390,000 active; AID 602313; note: % of control where 0% means no effect; nearly all actives have a fitted effect of over 65% in size
#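 HeLa cells stably expressing Vif plus C-terminally eYFP-tagged A3F were seeded, incubated overnight at 37 deg C, dosed with compound, incubated overnight again at 37 deg C. Yellow fluorescence (Ex 488/Em 500-530) reported blocked Vif-mediated A3F-eYFP degradation.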
# Vif-A3G inh: inhibitors of Vif-APOBEC3G interaction; Q9HC16; HeLa A3G-eYFP + Vif (tagged APOBEC3G with the HIV-1 protein that degrades it), YFP fluorescence, overnight; Potency, µM (doses to about 46.1 µM), for inactives: top-dose activity, negative = active, actives largely listed as inhibitors; 0.076% of 410,000 active;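 note: % is set by controls: 0 for no effect and ±100 for the full control effect; nearly all actives have a fitted effect of over 60% in size; hits raise eYFP signal because A3G escapes Vif-driven loss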
# Target sequence (Q9HC16 whole entry, looked up): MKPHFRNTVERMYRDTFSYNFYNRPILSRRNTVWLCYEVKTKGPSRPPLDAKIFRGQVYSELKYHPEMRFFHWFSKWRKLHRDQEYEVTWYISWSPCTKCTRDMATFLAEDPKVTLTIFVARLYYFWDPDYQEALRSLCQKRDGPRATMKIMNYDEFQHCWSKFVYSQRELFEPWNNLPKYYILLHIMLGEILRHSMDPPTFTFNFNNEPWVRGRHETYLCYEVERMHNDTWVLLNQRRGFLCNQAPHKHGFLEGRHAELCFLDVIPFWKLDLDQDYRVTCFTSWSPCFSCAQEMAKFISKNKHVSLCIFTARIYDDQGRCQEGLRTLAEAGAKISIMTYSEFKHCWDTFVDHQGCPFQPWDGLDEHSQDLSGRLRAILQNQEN
#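 Read-out is eYFP fluorescence (Ex 488/Em 500-530) from Vif-expressing HeLa A3G-eYFP cells; more signal means A3G escaped Vif-mediated degradation. Cells plated overnight, compound pinned in, incubated overnight at 37 deg C.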
# RGS4 inh: blocks human RGS4-accelerated GTP hydrolysis | P49798 | Transcreener GDP fluorescence polarization, RGS4-accelerated GTP hydrolysis | Potency, µM (titrated, usually from 114 µM), inactives show at the top dose activity change, negative = inhibition, hits mostly inhibitors | 0.039% of 390,000 active; note: % is set by controls: 0 for no effect and ±100 for the full control effect; nearly all actives have a fitted effect of over 75% in size; some results filed as inactive show a strong effect at the top dose
# Target sequence (P49798 whole entry, looked up): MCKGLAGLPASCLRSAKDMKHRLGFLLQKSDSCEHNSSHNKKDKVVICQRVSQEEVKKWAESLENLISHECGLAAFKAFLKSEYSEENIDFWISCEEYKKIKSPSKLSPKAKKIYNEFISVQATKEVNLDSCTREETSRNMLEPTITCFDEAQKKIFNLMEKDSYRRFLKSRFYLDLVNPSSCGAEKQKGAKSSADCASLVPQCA
#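 MLSMR compounds (23 nl, pin-transferred) preincubated 10 min at room temperature with a 500nM (2x) first reagent, then RGS4 at 900nM (2x) plus Transcreener GDP mix added; fluorescence polarization (620/688 nm) read before and after 90 min at 30 °C.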
# rTrxR1 inhibitor: rat TrxR1 inhibition; Potency, µM (highest dose often 114 µM), for the others: at the top dose activity change, negative = inhibition, usual class: inhibitors; recombinant rTrxR1, NADPH fluorescence consumption, selenite substrate; 1% of 390,000 active; note: % is set by controls: 0 for no effect and ±100 for the full control effect; nearly all actives have a fitted effect of over 65% in size
#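 Rat TrxR1 (90 nM in the dispensed reagent) was pre-reduced with 400 uM NADPH for 5 min at room temperature, then incubated with compound for 15 min. After 400 uM selenite was added, NADPH fluorescence (Ex 340/Em 450 nm) was followed for 8 min.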
# ALOX12 inh: inhibitors of human 12S-lipoxygenase ALOX12. Potency, µM (highest dose often 108 µM), for inactives: at the top dose activity change, negative = inhibition, most hits filed as inhibitors. P18054. AID 1671190. 1.1% of 580,000 active. purified 12hLO, xylenol orange hydroperoxide absorbance; note: % is set by controls: 0 for no effect and ±100 for the full control effect
#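 Purified human 12hLO (150 nM final) in 25 mM Hepes, 0.01% Triton X-100, pH 7.0 was preincubated 15 min at room temperature with compound. Then 40 uM arachidonic acid was added, 30 min. Hydroperoxide was read by Fe-XO absorbance ratio 573/405 nm.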
# RXFP1 ag: activates the human relaxin receptor RXFP1; AID 2676; HEK293T-RXFP1 cAMP TR-FRET, 30 min; response scale: percent of porcine relaxin response, buffer zero; Potency, µM (highest dose often 57.5 µM), inactives show at the highest dose activation, hits mostly activators; 0.3% of 370,000 active; Q9HBX9; note: % is set by controls: 0 for no effect and ±100 for the full control effect; nearly all actives have a fitted effect of over 60% in size; many of its hits are not listed in these tables
#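 HEK293T cells stably expressing RXFP1 were pretreated with the PDE4 inhibitor Ro 20174, exposed to compounds for 30 min at 37C, lysed, and cAMP was read by TR-FRET. Data normalized to buffer (basal) and 29 nM porcine relaxin (100%).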
# USP1-UAF1 inh: USP1/UAF1 (human) deubiquitinase inhibition | 0.23% of 390,000 active | Potency, µM (top dose mostly 57.1 µM), inactives show at the top dose activity change, negative = inhibition, usual class: inhibitors | recombinant USP1/UAF1, Ub-Rhodamine cleavage fluorescence | O94782 | AID 743255; note: % is set by controls: 0 for no effect and ±100 for the full control effect; nearly all actives have a fitted effect of over 60% in size; inactives centre near -12
#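 USP1/UAF1 complex (1 nM) preincubated 15 min at room temperature with compound, then Ub-Rho substrate (150 nM final) added. Kinetic fluorescence at 480/540 nm over 6 reads at 60 s intervals; 50 mM HEPES pH 7.8, 0.5 mM EDTA, 0.1 mg/ml BSA, 1 mM TCEP, 0.01% Tween-20.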
# TrxR1 substrate: rat thioredoxin reductase 1 substrate activity. AID 588456. Potency, µM (top dose mostly 114 µM), for the others: at the highest dose activity change, negative = substrate turnover. O89049. purified TrxR1 substrate turnover, NADPH consumption readout. 0.01% of 390,000 active; note: % is set by controls: 0 for no effect and ±100 for the full control effect; nearly all actives have a fitted effect of over 50% in size
#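 Rat TrxR1, dispensed at 90 nM, was prereduced with 400 uM NADPH (final) for 5 min at ~22 deg C, then incubated with compound 15 min before 400 uM selenite. A first-read NADPH fluorescence drop versus no-compound background flagged substrates.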
# IDH1 R132H inh: human IDH1 R132H inhibition. IDH1-R132H enzyme, NADPH consumption, diaphorase/resazurin fluorescence. O75874. AID 602179. Potency, µM (titrated, usually from 76.6 µM), for inactives: at the top dose activity change, negative = inhibition, hits mostly inhibitors. 0.093% of 390,000 active; note: % is set by controls: 0 for no effect and ±100 for the full control effect; nearly all actives have a fitted effect of over 65% in size
# Target sequence (O75874 whole entry R132H, stated change not applied): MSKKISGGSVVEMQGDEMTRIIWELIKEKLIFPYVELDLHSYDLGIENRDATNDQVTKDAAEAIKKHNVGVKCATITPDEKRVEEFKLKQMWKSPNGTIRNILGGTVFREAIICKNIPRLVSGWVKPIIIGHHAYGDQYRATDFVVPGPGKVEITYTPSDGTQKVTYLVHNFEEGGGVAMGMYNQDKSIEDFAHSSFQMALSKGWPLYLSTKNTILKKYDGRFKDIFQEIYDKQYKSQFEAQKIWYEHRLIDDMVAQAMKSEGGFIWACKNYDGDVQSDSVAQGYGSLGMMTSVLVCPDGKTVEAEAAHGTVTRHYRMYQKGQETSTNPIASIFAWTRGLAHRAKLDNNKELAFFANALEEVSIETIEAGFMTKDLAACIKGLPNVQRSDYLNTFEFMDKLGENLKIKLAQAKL
#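 IDH1-R132H (0.5 ug/mL dispensed) in pH 7.5 Tris buffer was preincubated 30 min with compound, then given a substrate mix of 0.016 mM NADPH and 2 mM alpha-KG for 80 min at room temperature; remaining NADPH was read by diaphorase/resazurin fluorescence.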
# Numbers without * were called inactive; u = inconclusive; x = not tested or not shown; & = joins results of further samples; [ ] = remark or other dose. Calls come from the whole dose curve; as a rule, active = well fitted curve in the direction sought with a large enough effect; inconclusive = small, poorly fitted or top-dose-only effect, or another doubt; inactive = no such curve, though single readings can be large; an effect the other way counts as inactive or inconclusive. Potency is the fitted concentration of half-maximal effect.
SMILES,Vif-APOBEC3F blk,Vif-A3G inh,RGS4 inh,rTrxR1 inhibitor,ALOX12 inh,RXFP1 ag,USP1-UAF1 inh,TrxR1 substrate,IDH1 R132H inh
Cc1ccc(NC(=O)CCn2cnc3ccccc3c2=O)cc1,4%,0%,8%,18%,-14%,7.8%,-18%,-6%,-6%
CCOC(=O)c1c(NC(=O)c2ccoc2C)sc(C(=O)N(C)C)c1C,x,0%,-10%,-14%,4%,7.7%,-14%,-8%,-2%
O=C(CSc1nc2ccccc2c2nc(-c3ccccc3)nn12)Nc1ccc(Br)cc1,-2%,-1%,-9%,27%[57.1 µM],u,1.8%,-13%,4%[57.1 µM],4%
COc1ccc(NC(=O)C2=NN(C3CCS(=O)(=O)C3)C(=O)CC2)cn1 (configuration not stated),-1%,-4%,-12%,6%,-2%,-1.0%,-20%,-3%,5%
CNC(=O)c1cccc2nc3ccccc3nc12,-18%,4%,-12%,5%,-21%,-0.2%,-11%,-2%,2%
C[C@H](CO)N1C[C@H](C)[C@@H](CN(C)C(=O)Nc2ccc(C(F)(F)F)cc2)Oc2ccc(NC(=O)C3CCCCC3)cc2C1=O,-2%,3%,-1%,-11%,-20%,x,-31%,-12%,5%
O=C(Nc1cccc(S(=O)(=O)N2CCCCC2)c1)C1CCCN1S(=O)(=O)c1ccccc1F (configuration not stated),-6%,1%,15%,16%,-2%,1.2%,-16%,-2%,-7%
Cc1c(Cl)cccc1NC(=O)C(=O)NCCc1csc2nc(-c3ccccc3F)nn12,-19%,-2%,-6%,8%[57.1 µM],-26%,-2.0%,6%,-5%[57.1 µM],-14%
COC(=O)c1ccccc1NC(=O)Cn1c(SC)c(F)cnc1=O,1%,-1%,17%,9%[57.1 µM],u,-1.5%,-7%,9%[57.1 µM],4%
CC1CCN(Cc2cc(=O)oc3ccc(C(C)C)cc23)CC1,-1%,0%,4%,-10%,u,-2.0%,-9%,-9%,5%
COc1ccccc1N1CCN(c2ccc(NC(=O)c3ccc(C)cc3)cc2C(=O)O)CC1,-7%,2%,27%,22%[57.1 µM],-67%,0.1%,-5%,9%[57.1 µM],3%
COC(=O)CSc1nnc(-c2ccco2)n1Cc1ccco1,-2%,0%,-10%,u,0%,0.2%,-11%,3%,8%
O=C(NNC(=O)C1CCC1)c1ccccc1,0%,-2%,7%,-2%,14%,1.4%,-8%,-2%,-5%
CN(C(=O)CSc1nc2ccccc2n1CCc1ccccc1)C1CCS(=O)(=O)C1 (configuration not stated),-7%,-6%,-14%,0%,15%,-0.8%,-4%,-9%,17%
COc1ccc(-c2nnc(SCC(=O)N3CCCC3)o2)cc1,9%,-6%,-7%,-4%[57.1 µM],-12%,0.7%,-10%,-4%[57.1 µM],-3%
C/C(=N\NC(=O)c1nnn(-c2nonc2N)c1COc1ccc(F)cc1)c1ccc(Cl)cc1,-12%,2%,-11%,10%[57.1 µM],-9%,4.5%,-3%,12%[57.1 µM],-3%
CCCS(=O)(=O)N1CCCC(C(=O)NCCCN(C)c2ccccc2)C1 (configuration not stated),-6%,-2%,-30%,-5%,35%[activator],0.5%,-15%,-7%,6%
COc1ccc(CC(=O)Nc2cccc(S(=O)(=O)N3CCCCCC3)c2)cc1OC,4%,1%,-22%,12%,-7%,-0.4%,1%,-4%,0%
COc1ccc(C2/C=C\CN(C(=O)Oc3ccc(C(F)(F)F)cc3)CC(=O)N2Cc2ccc(F)cc2)cc1 (configuration not stated),8%,4%&3%,-27%&29%,15%&39%,-15%,3.9%,-19%,-4%,2%
Cc1ccc(C(=O)NNC(=O)C(NC(=O)c2cccc(C)c2)C(C)C)cc1 (configuration not stated),-3%,2%,27%,22%,8%,2.1%,-9%,7%,11%
Cc1ccn2c(=O)c(C(=O)NCCC3=CCCCC3)c(O)nc2c1,10%,-1%,-3%,31%,3%,4.0%,-11%,47%[activator],-1%
COc1cc(C(=O)NCC(C)C)cc(OC)c1OC,-2%,-2%,37%,1%,-24%,3.6%,3%,-3%,-2%
O=C(c1c[nH]c(C(=O)N2CCN(Cc3ccccc3)CC2)c1)C1CCCCC1,-1%,1%,-21%,24%,-4%,-0.2%,-17%,-1%,0%
O=C(CCc1nc2ccccc2[nH]c1=O)N/N=C/c1ccccc1,15%,0%,-16%,14%[57.1 µM],-2%,-0.8%,-6%,2%[57.1 µM],-2%
CC1CCCCC1NC(=O)COC(=O)COc1ccc(Cl)cc1 (configuration not stated),-14%,0%,9%,11%,-6%,-1.4%,-2%,3%,-3%
Nc1nc(CSC(=S)N2CCCCC2)nc(Nc2ccccc2)n1,4%,-7%,-13%,-1%[57.1 µM],-25%,-1.2%,-11%,0%[57.1 µM],1%
COc1ccccc1C1C(C(C)=O)=C(O)C(=O)N1CCc1ccccc1 (configuration not stated),-3%,-5%,16%[56.9 µM],-6%,u,22%,-3%,-6%,-2%
Cc1ccccc1CCNCc1c(C(=O)O)c(C)n(Cc2c(F)cccc2Cl)c1C,2%,3%,-1%,3%,-15%,2.4%,9%,1%,-3%
N#C/C(=C\c1ccc(-c2ccccc2[N+](=O)[O-])o1)C(N)=O,u,u,-8%,-3%,-4%,0.1%,-12%,0%,29%
c1ccc(COc2ccc(Nc3ncnc4nc[nH]c34)cc2)cc1,-2%,1%,-21%,38%[activator],18%,0.1%,-14%,12%,5%
Cc1c(NC(=O)c2ccccc2N)cccc1C(=O)O,-4%,0%,8%,13%,6%,0.0%,-5%,3%[0.457 µM],5%
COc1ccc(C(=O)CNc2ccc3ccccc3c2)cc1,u,5%,-34%,19%[57.1 µM],-13%,0.2%,u,10%[57.1 µM],2%
O=C(Nc1nc(-c2ccc(F)c(F)c2)cs1)Nc1ccc(F)cc1F,-27%,1%,10%,23%,0%,-0.3%,-10%,1%,0%
C[C@H](CO)N1C[C@H](C)[C@@H](CN(C)S(=O)(=O)c2ccc(Oc3ccccc3)nc2)OCc2cn(nn2)CCCC1=O,-5%,-2%,x,x,-71%,x,u,x,-2%
O=C(CCSc1nc(-c2ccco2)cc(C(F)(F)F)n1)N1CCCc2ccccc21,2%,-1%,-8%,u,u,-0.4%,-22%,-3%,3%
Cc1sc(NC(=O)c2ccccc2)c(C(=O)NC(C)C)c1C,-1%,0%,-24%,12%,-3%[57.4 µM],-0.1%,-13%,14%,0%
Cc1cccc(NC(=O)C(C)Sc2nnc(-c3cccnc3)o2)c1 (configuration not stated),-2%,0%,16%,13%,u,0.3%,-7%,0%,23%
CCN1C(=O)[C@@H]2Cc3c([nH]c4ccccc34)C(c3cc(OC)c(OC)c(OC)c3)N2C1=S (some centres not stated),u,u,-6%,-33%,4%,2.7%,u,-5%,-13%
COc1ccc(C(=S)N2CCCC2)cc1,-4%,-3%,25%[11.4 µM],14%,u,3.1%,-4%,6%[57.1 µM],5%
CCc1cccc2c(C(=O)CSc3nncn3C)c[nH]c12,9%,-5%,17%,14%[57.1 µM],u,1.0%,-14%,6%[57.1 µM],4%
CCn1c(SCC(=O)Nc2ccc(NC(=O)c3ccco3)c(OC)c2)nc2ccccc2c1=O,-7%,-1%,18%,55%[activator],-2%,0.4%,-10%,76%[activator],5%
CC(C)c1cnc2c(c1SCC(=O)Nc1cccc([N+](=O)[O-])c1)c(=O)n(C)c(=O)n2C,-6%,-8%,u,2%[57.1 µM],-13%,5.7%,-3%,0%[57.1 µM],9%
COc1ccccc1NC(=O)C1=C(C)Nc2nc(SCc3ccccc3F)nn2C1c1ccncc1 (configuration not stated),0%,1%,5%,-10%,-27%,-0.6%,-11%,-10%,-3%
Cc1cc(C)c2cc(C(=O)N(C)C3CCN(C)CC3)[nH]c2c1,0%,-1%,-3%,2%,26%,0.6%,-17%,-7%,-7%
CCC(C)(C)n1nnnc1CN(Cc1cccs1)Cc1cc2cc(OC)ccc2[nH]c1=O,5%,1%,-2%,6%,8%,13%,-16%,1%,-2%
CCNC(=O)C1CCN(c2nnc(C)c3c(C)n(-c4ccc(OC)cc4)nc23)CC1,0%,3%,-24%,-2%,-20%,u,-19%,1%,10%
CNC(=O)C(=O)NCC1OCCCN1S(=O)(=O)c1ccc(F)cc1C (configuration not stated),-2%,-4%,5%,-3%,0%,-0.6%,0%,0%,2%
O=C(OCc1c(-c2ccccc2)ncc2ccccc12)c1ccc(Br)cc1,0%,2%,4%,17%[57.1 µM],1%,1.1%,u,3%[57.1 µM],-21%

# Ordered by value in RGS4 inh (lowest first): 3 of the compounds above.
smiles | RGS4 inh
Cc1sc(NC(=O)c2ccccc2)c(C(=O)NC(C)C)c1C | -24%
CCN1C(=O)[C@@H]2Cc3c([nH]c4ccccc34)C(c3cc(OC)c(OC)c(OC)c3)N2C1=S (some centres not stated) | -6%
O=C(OCc1c(-c2ccccc2)ncc2ccccc12)c1ccc(Br)cc1 | 4%

# From PubChem BioAssay

# Not all compounds are listed. The share of hits here may be higher or lower than overall.
